Source: PubChem BioAssay
TbPYK inhibitor: inhibitors of Trypanosoma brucei pyruvate kinase; Q57TT1; TbPYK enzyme, Kinase-Glo Plus ATP luminescence, 45 min; Potency, µM (titrated, usually from 76.8 µM), for inactives: at the top dose activity, negative = inhibition, hits mostly inhibitors; 410,000 tested, 0.12% active; further: potency means the concentration at half of the fitted maximal effect; on the % scale 0 is the no-effect control and ±100 the full control effect; nearly all actives have a fitted effect of over 50% in size
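Luminescence from Kinase-Glo Plus, added after a 45-minute room-temperature reaction, served as the end-point read-out. The enzyme and substrate were preincubated with compound before ADP (130 uM final) initiated turnover. Concentration-effect curves came from normalized qHTS data.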
Cycloheximide cs: counter-screen hit for Shiga toxin inhibitors, cycloheximide; cell reporter, cycloheximide protein synthesis inhibition counterscreen; 300,000 tested, 12% active; AID 2314; max response, %; in the data active means max response mostly above about 13%, no sharp cut-off; inactive means mostly below about 14%; further: read at 38.3 µM for the half of the compounds with a filed dose; 0% is about no effect
Pf growth 48h: P. falciparum growth inhibition at 48 hours (one generation); AID 504832; Potency, µM (doses to about 28.7 µM), inactives show top-dose activity change, negative = inhibition, usual class: inhibitors; P. falciparum luciferase growth in erythrocytes, 48 h; 310,000 tested, 5.9% active; further: potency means the concentration at half of the fitted maximal effect; on the % scale 0 is the no-effect control and ±100 the full control effect
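Cell-based growth assay: transgenic P. falciparum expressing firefly luciferase, cultured in red cells within RPMI 1640 containing 0.5% w/v Albumax, 24 mM bicarbonate and gentamycin. A drop in luciferase activity indicates inhibition.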
Pf growth 96h: P. falciparum growth inhibition at 96 hours; P. falciparum luciferase reporter growth, 96 h; Potency, µM (series often up to 28.7 µM), without a hit: at the highest dose activity change, negative = inhibition, most hits filed as inhibitors; 320,000 tested, 6.9% active; AID 504834; further: potency means the concentration at half of the fitted maximal effect; on the % scale 0 is the no-effect control and ±100 the full control effect
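Two-generation exposure (96 h) targets delayed-death phenotype. Reporter parasites carrying integrated firefly luciferase, in red cells at 2% hematocrit and 0.05% parasitemia final, kept at 37 C, 5% CO2; luminescence loss indicates inhibition.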
Shiga inhibitor: inhibitors of Shiga toxin in Vero cells; AID 2315; inhibition, % at 38.7 µM; 290,000 tested, 9.2% active; Vero cells, Shiga toxin protein synthesis inhibition reporter; in the data active means inhibition mostly above about 28%, no sharp cut-off; inactive means mostly below about 43%; further: 0% is about no effect
LmPK inhibitor: blocks Leishmania mexicana pyruvate kinase activity. Q27686. purified LmPK, Kinase-Glo ATP luminescence, 1 h. Potency, µM (titrated, usually from 57.5 µM), for the others: top-dose activity change, negative = inhibition, actives largely listed as inhibitors. 290,000 tested, 0.37% active. AID 1721; further: potency means the concentration at half of the fitted maximal effect; on the % scale 0 is the no-effect control and ±100 the full control effect
Target sequence (Q27686 whole entry, looked up): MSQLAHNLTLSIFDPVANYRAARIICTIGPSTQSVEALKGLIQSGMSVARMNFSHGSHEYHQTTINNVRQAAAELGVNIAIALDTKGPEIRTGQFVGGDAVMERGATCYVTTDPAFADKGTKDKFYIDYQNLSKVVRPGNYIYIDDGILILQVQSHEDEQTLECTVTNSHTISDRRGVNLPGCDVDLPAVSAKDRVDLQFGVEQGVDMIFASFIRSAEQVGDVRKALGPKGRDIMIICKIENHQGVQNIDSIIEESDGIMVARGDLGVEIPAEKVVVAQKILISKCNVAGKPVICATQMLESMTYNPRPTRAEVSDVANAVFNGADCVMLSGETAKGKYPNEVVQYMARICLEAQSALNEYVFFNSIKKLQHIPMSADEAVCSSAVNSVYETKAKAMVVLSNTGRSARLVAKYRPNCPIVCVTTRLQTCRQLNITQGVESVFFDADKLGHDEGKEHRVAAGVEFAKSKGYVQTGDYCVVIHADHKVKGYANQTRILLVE
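Purified LmPK (0.1 nM) converted ADP (0.1 mM) to ATP with PEP (0.5 mM) in imidazole buffer pH 7.2 with KCl and MgCl2, 1 h at room temperature. ATP was read by Kinase-Glo luminescence; data normalized to uninhibited and no-enzyme controls.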
AMA1 RON2 block: AMA1-RON2 (P. falciparum) interaction inhibition; AlphaScreen AMA1-biotinylated RON2 peptide binding; 360,000 tested, 0.2% active; AID 720542; Potency, µM (series often up to 58.2 µM), inactives show top-dose activity change, negative = inhibition, hits mostly inhibitors;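 further: potency means the concentration at half of the fitted maximal effect; 0% = vehicle wells and -100% = peptide control; nearly all actives have a fitted effect of over 45% in size; some results filed as inactive show a strong effect at the top dose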
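AMA1 (3D7) with his tag at 25 nM final met compounds first, then biotinylated RON2 peptide at 25 nM; detection used donor plus acceptor beads, 10 µg/mL apiece, read by AlphaScreen after 30 min at room temperature.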
Numbers without * were called inactive; ? = inconclusive; · = no result given; & = joins results of further samples; [ ] = another dose, or the depositor's remark. Unless noted, the call rests on the fitted dose curve; in most records, active means well fitted curve in the direction sought with a large enough effect; inconclusive means small, poorly fitted or top-dose-only effect, or another doubt; inactive means no such curve, though single readings can be large; an effect the other way counts as inactive or inconclusive.

The first 2 entries, ahead of the listing:
SMILES	TbPYK inhibitor	Cycloheximide cs	Pf growth 48h	Pf growth 96h	Shiga inhibitor	LmPK inhibitor	AMA1 RON2 block
COc1ccc(NC(C)=O)cc1S(=O)(=O)Nc1ccc(C(=O)N2CCCC2)cc1	-4%	0	34%[activator]	?	-3	-7%	-2%
O=C(c1ccc(Br)o1)N1CCN(Cc2ccccc2Cl)CC1	-2%	6	12µM*	?	·	5%	-10%

Main list (from the top)
SMILES	TbPYK inhibitor	Cycloheximide cs	Pf growth 48h	Pf growth 96h	Shiga inhibitor	LmPK inhibitor	AMA1 RON2 block
COc1ccc(NC(C)=O)cc1S(=O)(=O)Nc1ccc(C(=O)N2CCCC2)cc1	-4%	0	34%[activator]	?	-3	-7%	-2%
O=C(c1ccc(Br)o1)N1CCN(Cc2ccccc2Cl)CC1	-2%	6	12µM*	?	·	5%	-10%
CCOC(=O)C(C)Sc1nc2ccccc2c(=O)n1CC1CCCCC1 (configuration not stated)	-2%	-1	·	12µM*	-7	0%	12%
COc1cc(CN2CCNC(=O)C2CC(=O)N(Cc2nccn2C)C(C)C)cc(OC)c1 (configuration not stated)	4%	1	36%[activator]	11%	30	1%	25%
CCc1nnc(NC(=O)CCC(=O)NC2CCCc3ccccc32)s1 (configuration not stated)	-8%	-2	-13%	-9%	10	-2%	7%
CC(=O)N1CCOc2ccc(S(=O)(=O)NCc3ccccc3Cl)cc21	2%	-2	6%	?	-10	-2%	-2%
COc1ccc(-c2csc(NC(=S)NC(=O)/C=C/c3ccccc3)n2)cc1Br	0%	9	7%	-20%	-3	4%	-15%
CCCc1cc(=O)oc2cc(OCC(=O)N3C[C@H]4C[C@@H](C3)c3cccc(=O)n3C4)ccc12	4%	-2	8%	-6%	-3	-12%	-5%
CCCN(CCC)S(=O)(=O)c1ccc(C(=O)Nc2nnc(CSC)o2)cc1	-3%	-3	-15%	-18%	-6	3%	111%[activator]
CCN(c1ccccc1)S(=O)(=O)c1ccc(C(=O)Nc2nnc(-c3ccco3)o2)cc1	-6%	-5	?	?	-7	2%[11.5 µM]	105%[activator]
CCCCOc1ccc(C(=O)Nc2cccc(C)n2)cc1	-11%	43*	-8%	29%	74*	?	20%
CC(/C=C1\SC(=S)N(NC(=O)c2ccc(O)cc2)C1=O)=C\c1ccccc1	-13%	2	-7%	?	20	3%	0%
CC(C)COc1ccc(/C=C2/Sc3ccccc3C2=O)cc1	-9%	2	?	3%	-11	-17%	8%
O=C(Nc1cccnc1)c1ccc(Cl)c(S(=O)(=O)N2CCc3ccccc32)c1	-2%	6	2.6µM*	3.7µM*	5	3%	7%
Cc1noc(C)c1COc1ccc(C(=O)OCC(=O)Nc2ccc3ccccc3c2)cc1	4%	7	·	-3%	3	6%	-13%
CCOc1ccc(OCCSc2nc3ccccc3c(=O)[nH]2)cc1	-3%	2	·	47%[activator]	23	1%	1%
Cc1ccc(S(=O)(=O)Cn2nnnc2C(C(C)C)N2CCC(O)CC2)cc1 (configuration not stated)	4%	-3	-1%	10%	15	-5%	-7%
Cc1nnc(N/N=C/c2c(Cl)cccc2Cl)n1N	-4%	12	-23%	-1%	39	-4%	33%[activator]
N#CCCN(C(=O)COc1ccc(F)cc1Br)c1ccccc1F	2%	11	?	?	25	0%	3%
O=C(COC(=O)C1CC2CCCC(C1)C2=O)NNC(=O)c1ccccc1Br (configuration not stated)	-5%	·	8%	15%	·	·	-2%
O=C(CCC(=O)NC1CC1)Nc1nnc(C2CCCCC2)s1	-6%	-2	-10%	8%	-15	1%	6%
CC1(Cc2ccc3c(c2)OCO3)NC(=O)NC1=O (configuration not stated)	-5%	3	42%[activator]	?	16	0%	2%
C/C(=N\N(C)C)c1ccc(OCCOc2ccc([N+](=O)[O-])cc2)cc1	-1%	10	17%	-2%	7	-1%	-21%
CCN(c1cccc(C)c1)S(=O)(=O)c1c(C)[nH]c(=O)[nH]c1=O	0%	-3	15%	·	29	-1%	0%
O=c1c2cc(Cl)ccc2nc(-c2ccc([N+](=O)[O-])cc2)n1O	1%	6	3%	-23%	-8	-10%	36%[activator]
CC12CCC(=O)N1C(C(=O)Nc1nc3c(F)cc(F)cc3s1)CS2 (configuration not stated)	2%	21*	-24%	?	22	0%	11%
CN(C)CCNC(=O)NC(=O)c1ccc(Cl)cc1	2%	1	2%	13%	2	-6%	0%
CC(=O)c1cccc(NC(=O)N(c2ccccc2)c2ccccc2)c1	1%	3	?	?	·	0%	3%
CCCCCCCC(=O)OC(CN1CCCCC1)CN1CCCC1=O (configuration not stated)	4%	-4	·	-24%	-16	-1%	-9%
COc1ccc(NC(=O)CSc2nc(=O)n(CCN(C)C)c3c2CCCC3)cc1	-1%	·	-14%	2%	·	·	1%
Clc1ccc(Oc2ncnc3oc(-c4ccccc4)cc23)cc1	-5%	-4	14%	90%[activator]	8	-1%	4%
Cc1cccc(N(CC(=O)NCc2ccc(F)cc2)C(=O)c2ccco2)c1	-1%	-6	8%	25%	-9	-5%	0%
COc1cccc(Nc2ncnc3c2cnn3-c2cccc(C)c2)c1	-15%	27*	71%[activator]	52%[activator]	78*	-4%	1%
Cc1ccc(S(=O)(=O)N2CCN(c3ccc([N+](=O)[O-])c(NCCN4CCOCC4)c3)CC2)cc1	3%	1	?	0%	-6	2%	-27%
Cc1ccc(-c2nn3c(C)nnc3c3ccccc23)cc1S(=O)(=O)NCCN1CCOCC1	1%	-1	?	?	22	-4%	1%
COc1ccc(NC(=O)c2c[nH]c(=O)n(-c3ccc(C)c(C)c3)c2=O)cc1OC	2%	-2	10%	2%	-4	7%	-3%
C/C(=N\NC(=O)CCn1nnc2ccccc21)c1cccs1	3%	33*	30%[activator]	39%[activator]	51*	-3%	-3%
Cn1c(CNc2ccc(Cl)cc2)nc2ccccc21	4%	31*	37%[activator]	?	110*	-21%	-4%
O=C1/C(=C/c2cccnc2)CCc2c1[nH]c1ccccc21	4%	48*	0%	?	68*	3%	3%
CNC(=O)c1cccn(Cc2cc(C(F)(F)F)cc(C(F)(F)F)c2)c1=O	5%	4	-12%	?	-2	5%	-7%
O=C(Nc1ccccc1N1CCOCC1)c1ccccc1NS(=O)(=O)c1ccc(F)c(F)c1	-4%	0	·	0%	-15	0%	0%
Cc1ccccc1OCC(=O)NCC(C)(C)N1CCOCC1	6%	·	4%	0%	·	·	21%
COc1ccc(S(=O)(=O)N2Cc3ccccc3CC2C(=O)Nc2ccc(O)cc2)cc1OC (configuration not stated)	1%	8	?	3.7µM*	14	2%	31%[activator]
CC(C)c1ccc(-n2cnn(-c3ncccc3[N+](=O)[O-])c2=O)cc1	-5%	34*	122%[activator]	251%[activator]	77*	-13%	3%
O=C(Nc1cccc(S(=O)(=O)N2CCOCC2)c1)c1cc2ccccc2o1	-10%	1	37%[activator]	-28%	1	3%	-3%
COc1cc(C=C2C(=O)NC(=O)NC2=O)ccc1OS(=O)(=O)c1ccccc1[N+](=O)[O-]	-26%	21	32%[activator]	?	57*	9%	-17%
Cn1c(=O)n(C)c2cc(NC(=O)c3cc4ccccc4o3)ccc21	-7%	33*	8%	?	89*	-6%	-2%
O=C(O)c1cccc(S(=O)(=O)Nc2ccc(OCc3ccccc3)cc2)c1	0%	-3	9%	3%	2	6%	-4%
O=C(Cc1ccccc1)Nc1ncccn1	2%	·	21%	57%[activator]	·	·	54%[activator]
COCCn1c(SCC(=O)Nc2cccnc2Cl)nc2cc(Cl)ccc2c1=O	2%	·	?	?	·	·	12%
Cc1ccc2cc(CNC(C)(C)C)c(=O)[nH]c2c1	2%	18*	-18%	·	-5	2%	-4%
CN(C)/C=C(\C#N)C(=O)N/N=C/c1ccccc1	-26%	27*	207%[activator]	174%[activator]	96	-7%	4%
O=C(Nc1ccc(N2CCN(C(=O)c3ccc(Cl)cc3)CC2)cc1)c1ccc2c(c1)OCCO2	4%	-2	·	?	-4	-8%	-17%
O=C(Nc1ccc(S(=O)(=O)Nc2ncccn2)cc1)c1ccc2ncsc2c1	-6%	9	?	?	17	4%	?
CCOC(=O)c1cnn(-c2ccccc2)c1-c1ccncc1	-2%	-3	9%[0.00184 µM]	?	1	1%	1%
Cc1ccccc1-n1c(C)nnc1SCC(=O)N(C)C1CCS(=O)(=O)C1 (configuration not stated)	-3%	1	37%[activator]	30%	10	0%	-1%
CCc1ccc(NC(=O)CC2C(=O)N(c3ccc(C)cc3)C(=O)N2CCc2ccncc2)cc1 (configuration not stated)	2%&3%	-5	15µM*	-4%	-4	7%[11.5 µM]	2%
O=C(CCc1ccc(O)cc1)c1c(O)cc(O)cc1O[C@@H]1O[C@H](CO)[C@@H](O)[C@H](O)[C@H]1O	-4%	-1	?	36%[activator]	1	-4%	-5%
O=C(NC(=S)NNS(=O)(=O)c1ccccc1)c1ccc([N+](=O)[O-])cc1	-19%	-2	-9%	?	-17	0%	85%[activator]
Cc1ccc(C(=O)N2CCCC(N3CCN(c4ccccc4F)CC3)C2)s1 (configuration not stated)	2%	13	-19%	-14%	-12	-2%	-6%
(list continues)
SMILES	TbPYK inhibitor	Cycloheximide cs	Pf growth 48h	Pf growth 96h	Shiga inhibitor	LmPK inhibitor	AMA1 RON2 block
CCC(=O)c1ccccc1OCCSc1nc(C)cc(=O)[nH]1	-4%	4	-3%	1%	-1	-2%	-1%
Cc1cc(C)cc(OC(=O)N2CCOCC2)c1	4%	-4	13%	-34%	-8	-2%	-1%
COc1ccc(NC(=O)N(Cc2cc3ccc(OC)cc3[nH]c2=O)CC2CCCO2)cc1 (configuration not stated)	-3%	-1	?	30%[activator]	24	3%	-10%
Cc1cccc(-c2cccc(NC(=O)C3CCCN(C(=O)c4ocnc4C)C3)c2)c1 (configuration not stated)	9%	29*	-9%	?	40*	1%	-19%
CCOc1ccccc1NC(=O)C(Sc1ccccc1)c1ccccc1 (configuration not stated)	-6%	0	?	?	-12	2%	25%
N#C/C(C(=O)Oc1ccccc1)=C1/Nc2ccccc2-c2ccccc21	0%	6	?	46%[activator]	-2	-8%	11%
Cc1ccc(/C=C2/SC(=S)N(CCCC(=O)Nc3ccc(O)cc3)C2=O)cc1	5%	31*	?	3%	25*	2%	-16%
O=C(CCN1C(=O)C2C3C=CC(C3)C2C1=O)Nc1nccs1 (configuration not stated)	-11%	8	23%	?	-4	5%	4%
CC(=O)Nc1ccc(NC(=O)CSc2nnc(NC(=O)C3CC(=O)N(c4ccccc4)C3)s2)cc1 (configuration not stated)	2%	0	10%	26%	14	-2%	31%[activator]

Reprinted at random: 4 records from the list
SMILES	TbPYK inhibitor	Cycloheximide cs	Pf growth 48h	Pf growth 96h	Shiga inhibitor	LmPK inhibitor	AMA1 RON2 block
COc1cc(C=C2C(=O)NC(=O)NC2=O)ccc1OS(=O)(=O)c1ccccc1[N+](=O)[O-]	-26%	21	32%[activator]	?	57*	9%	-17%
O=C(CCC(=O)NC1CC1)Nc1nnc(C2CCCCC2)s1	-6%	-2	-10%	8%	-15	1%	6%
Cc1ccc(-c2nn3c(C)nnc3c3ccccc23)cc1S(=O)(=O)NCCN1CCOCC1	1%	-1	?	?	22	-4%	1%
O=C(Nc1cccnc1)c1ccc(Cl)c(S(=O)(=O)N2CCc3ccccc32)c1	-2%	6	2.6µM*	3.7µM*	5	3%	7%
